NOD1 NF-kB reporter: NOD1 signaling inhibitors, primary screen, cell-based, luminescence, uHTS (AID 1578) | NOD1-driven NF-kB luciferase reporter cells, luminescence; higher % means a stronger effect | inhibition, % at 4 µM, or EC50 in µM where a hit was titrated | hit rate 1% among 290,000; in the data active = inhibition mostly above about 36%, no sharp cut-off; inactive = mostly below about 34%;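 note: HEK-293T reporter cells stimulated with the NOD1 agonist gamma-tri-DAP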
KOR beta-arrestin-1: kappa opioid receptor activators – cell-based, luminescence, uHTS, primary screen (AID 1777) | KOR beta-arrestin recruitment, luminescence; higher % means a stronger effect | activation, % at 10 µM; hits with a dose series show EC50 in µM | hit rate 0.02% among 280,000; in the data active = activation above about 50%, passing the limit was not always enough; note: a part of the inactive calls stands beside numbers as strong as those of hits
LYP phosphatase: PTPN22 lymphoid phosphatase activity blockers – biochemical, fluorescence intensity, uHTS (AID 1779). recombinant LYP phosphatase, fluorescence intensity; higher % means a stronger effect. inhibition, % at 11.5 µM; hits with a dose series show IC50 in µM. hit rate 0.054% among 290,000;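 note: plate controls were vehicle with enzyme for no effect and no enzyme for full effect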
KOR beta-arrestin-2: kappa opioid receptor blockers – cell-based, luminescence, uHTS (AID 1778). KOR beta-arrestin recruitment, luminescence, antagonist mode; higher % means a stronger effect. one-dose inhibition, % at 10 µM; IC50 in µM for titrated hits. hit rate 0.091% among 290,000; note: strong numbers were not always called active
NOD2 inhibition: inhibition of NOD2-driven NF-kB reporter – cell-based, luminescence, uHTS, HEK293 (AID 1566); HEK293 NOD2/NF-kB luciferase reporter, luminescence; higher % means a stronger effect; inhibition, % at 4 µM, or EC50 in µM where a hit was titrated; hit rate 0.63% among 290,000; note: many of its hits are not listed in these tables
Myeloid diff 2: promotes myeloid progenitor differentiation; ER-HoxA9 myeloid progenitors, lysozyme-GFP differentiation, flow cytometry; hit rate 1% among 360,000; calls only at 10 µM;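 active = normalized GFP-positive differentiation at or above the plate's own cutoff, the solvent-only control mean plus 3 SD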;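 note: cells exposed to compound for four days before flow analysis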
PhoP inhibition: inhibitors of PhoP regulon expression, primary screen, Salmonella Typhimurium, GFP reporter (AID 1863). hit rate 0.16% among 300,000. S. Typhimurium PhoP-regulated promoter GFP reporter, 4 h; higher % means a stronger effect. inhibition, % at 50 µM, or IC50 in µM where a hit was titrated;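 active = inhibition over 29.93%, a cutoff 3 SD above the screen mean, later confirmed by dose response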;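 note: 0% = low Mg2+ inducing control and 100% = high Mg2+ repressing control; strong numbers were not always called active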
HIV peptide binding: cell-free HIV fusion peptide-binding blockers – biochemical, uHTS, fluorescence dequenching, primary screen (AID 1986); cell-free peptide binding, fluorescence dequenching, 30 min; higher % means a stronger effect; inhibition, % at 20 µM; hits with a dose series show IC50 in µM; hit rate 0.3% among 290,000; in the data active = inhibition mostly above about 52%, no sharp cut-off; inactive = mostly below about 76%; note: some results filed as inactive read as strong as hits
SIAH1 antagonists: blockers of Siah-1 interaction with plectin peptide – biochemical, fluorescence polarization, rhodamine-plectin, uHTS, primary screen (AID 1817) | one-dose displacement, % at 20 µM; IC50 in µM for titrated hits | hit rate 0.02% among 290,000 | Siah-1 / rhodamine-plectin peptide fluorescence polarization; higher % means a stronger effect;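 active = displacement of at least 50% at 20 µM, with a fluorescence ratio check between 0.3 and a set limit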;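 note: plate controls were Siah plus tracer with DMSO for no effect and tracer alone without Siah for full effect; strong numbers were not always called active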
Myeloid diff 2 GFP+ MAC1+ %: further read-out of Myeloid diff 2, marked with its call; GFP+ MAC1+ double positive, %; measured here: differentiation confirmed by MAC1 staining
An asterisk follows results filed as active; [ ] = remark or other dose. Cut-off read from the data, not from the text of the source, unless noted: active = inhibition above about 50%; inactive = the rest. The list is partial (hit frequency here may not be typical).

O=C1[C@H]2[C@@H](c3ccc(F)cc3)N3C(=O)N(c4ccc(Br)cc4)C(=O)[C@@]3(Cc3ccccc3)[C@H]2C(=O)N1C1CCCCC1 was read as NOD1 NF-kB reporter -26%, KOR beta-arrestin-1 0.5%, LYP phosphatase -4%, KOR beta-arrestin-2 -70%[20 µM], NOD2 inhibition 0%, Myeloid diff 2 inactive, PhoP inhibition -2%, HIV peptide binding -0.1%, SIAH1 antagonists -2% and Myeloid diff 2 GFP+ MAC1+ % 0.3.
COc1ccccc1N(CC(=O)NC1CCCC1)C(=O)c1oc(C(C)(C)C)cc1C was read as NOD1 NF-kB reporter -22%, KOR beta-arrestin-1 -11%, LYP phosphatase -3%, KOR beta-arrestin-2 -29%[20 µM], NOD2 inhibition 6%, Myeloid diff 2 inactive, PhoP inhibition 5%, HIV peptide binding -1.2%, SIAH1 antagonists 3% and Myeloid diff 2 GFP+ MAC1+ % 0.9.
Screening CCOC(=O)c1c(SCc2ccccc2)n[nH]c1N returned NOD1 NF-kB reporter -15%, KOR beta-arrestin-1 13%, LYP phosphatase -10%, KOR beta-arrestin-2 -26%[20 µM], NOD2 inhibition 11%, Myeloid diff 2 inactive, PhoP inhibition -1%, HIV peptide binding 0.8%, SIAH1 antagonists 1% and Myeloid diff 2 GFP+ MAC1+ % 0.5.
Screening O=C(C1CC1(c1ccccc1)c1ccccc1)N1CCOCC1 (stereo not drawn) returned NOD1 NF-kB reporter -14%, KOR beta-arrestin-1 -0.6%, LYP phosphatase -8%, KOR beta-arrestin-2 -5%, NOD2 inhibition 0%, Myeloid diff 2 inactive, PhoP inhibition 14%, HIV peptide binding 1.4%, SIAH1 antagonists 4% and Myeloid diff 2 GFP+ MAC1+ % 0.4.
COc1ccccc1OC(=O)Cc1cccc2ccccc12 was read as NOD1 NF-kB reporter 64%, KOR beta-arrestin-1 0.5%, LYP phosphatase -5%, KOR beta-arrestin-2 -1%, NOD2 inhibition 6%, Myeloid diff 2 inactive, PhoP inhibition -1%, HIV peptide binding -3.0%, SIAH1 antagonists 0% and Myeloid diff 2 GFP+ MAC1+ % 0.6.
Screening O=C1CCCN1CCNC(=S)Nc1ccccc1 returned NOD1 NF-kB reporter 5%, KOR beta-arrestin-1 -2.9%, LYP phosphatase -11%, KOR beta-arrestin-2 21%, NOD2 inhibition 16%, Myeloid diff 2 inactive, PhoP inhibition 2%, HIV peptide binding 0.1%, SIAH1 antagonists -3% and Myeloid diff 2 GFP+ MAC1+ % 1.0.
Cc1ccc([C@@H]2[C@@H]3C(=O)N(C)C(=O)[C@@H]3[C@]3(C)C(=O)N(Cc4ccc(-c5ccccc5)cc4)CC(=O)N23)o1 was read as NOD1 NF-kB reporter -15%, KOR beta-arrestin-1 -6.1%, LYP phosphatase -13%, KOR beta-arrestin-2 -12%[20 µM], NOD2 inhibition 0%, Myeloid diff 2 inactive, HIV peptide binding 0.2%, SIAH1 antagonists -1% and Myeloid diff 2 GFP+ MAC1+ % 2.0.
Screening CC(=O)Nc1ccc(S(=O)(=O)n2nc(C)cc2C)cc1 returned NOD1 NF-kB reporter -18%, KOR beta-arrestin-1 -0.4%, LYP phosphatase -4%, KOR beta-arrestin-2 -2%, NOD2 inhibition 1%, Myeloid diff 2 inactive, PhoP inhibition -6%, HIV peptide binding 0.8%, SIAH1 antagonists -1% and Myeloid diff 2 GFP+ MAC1+ % 1.1.
For CCc1ccc(N2C(=O)CN(Cc3ccc(OC)c(OC)c3)C2=S)cc1 the results were NOD1 NF-kB reporter 2%, KOR beta-arrestin-1 -4.3%, LYP phosphatase 2%, KOR beta-arrestin-2 14%, NOD2 inhibition 7%, Myeloid diff 2 active, PhoP inhibition 6%, HIV peptide binding -1.4%, SIAH1 antagonists -4% and Myeloid diff 2 GFP+ MAC1+ % 7.7*.
For Cc1ccsc1/C=N/NC(=O)Cc1cccn1C the results were NOD1 NF-kB reporter -25%, KOR beta-arrestin-1 1.8%, LYP phosphatase 6%, KOR beta-arrestin-2 17%, NOD2 inhibition 12%, Myeloid diff 2 inactive, PhoP inhibition 2%, HIV peptide binding 17%, SIAH1 antagonists -1% and Myeloid diff 2 GFP+ MAC1+ % 0.3.
Screening O=C(N/N=C/c1cc2c(cc1Br)OCO2)c1c[nH]c2ccccc12 returned NOD1 NF-kB reporter -62%, KOR beta-arrestin-1 -2.4%, LYP phosphatase 5%, KOR beta-arrestin-2 -10%, NOD2 inhibition -50%, Myeloid diff 2 inactive, PhoP inhibition 2%, HIV peptide binding -1.0%, SIAH1 antagonists -6% and Myeloid diff 2 GFP+ MAC1+ % 0.2.
COc1ccc(-n2cc3c(-c4cccc(Br)c4)nnc(C)c3n2)cc1 was read as NOD1 NF-kB reporter -19%, KOR beta-arrestin-1 7.3%, LYP phosphatase -2%, KOR beta-arrestin-2 21%, NOD2 inhibition 0%, Myeloid diff 2 active, PhoP inhibition 7%, HIV peptide binding 0.9%, SIAH1 antagonists 12% and Myeloid diff 2 GFP+ MAC1+ % 2.9*.
Screening CCCc1cc(C(=O)Nc2ccc(C(=O)c3ccc(F)cc3)cc2)n(C)n1 returned NOD1 NF-kB reporter -2%, KOR beta-arrestin-1 0.9%, LYP phosphatase -1%, KOR beta-arrestin-2 -8%, NOD2 inhibition 18%, Myeloid diff 2 inactive, PhoP inhibition -2%, HIV peptide binding 2.4%, SIAH1 antagonists 13% and Myeloid diff 2 GFP+ MAC1+ % 0.2.
O=C(CCC(=O)Nc1ccccc1Cl)N/N=C/c1c[nH]c2ccccc12 was read as NOD1 NF-kB reporter -11%, KOR beta-arrestin-1 0.4%, LYP phosphatase -8%, KOR beta-arrestin-2 5%, NOD2 inhibition 9%, Myeloid diff 2 inactive, PhoP inhibition -1%, HIV peptide binding -1.1%, SIAH1 antagonists 4% and Myeloid diff 2 GFP+ MAC1+ % 2.9.
`CC1CCCN(C(=O)CSc2nnc(-c3ccc(S(=O)(=O)N4CCOCC4)cc3)n2C)C1` (stereo not drawn) gave NOD1 NF-kB reporter 4%, KOR beta-arrestin-1 -0.7%, LYP phosphatase -10%, KOR beta-arrestin-2 -2%, NOD2 inhibition 8%, Myeloid diff 2 inactive, PhoP inhibition -4%, HIV peptide binding -1.8%, SIAH1 antagonists -4% and Myeloid diff 2 GFP+ MAC1+ % 1.3.
CN1CCN(C(=O)c2ccc(N(Cc3ccc(Cl)cc3)S(C)(=O)=O)cc2)CC1 was read as NOD1 NF-kB reporter -3%, KOR beta-arrestin-1 -1.1%, LYP phosphatase -10%, KOR beta-arrestin-2 -1%, NOD2 inhibition 12%, Myeloid diff 2 inactive, PhoP inhibition -11%, HIV peptide binding -2.0%, SIAH1 antagonists -2% and Myeloid diff 2 GFP+ MAC1+ % 2.4.
For CC(C)(C)c1ccc(-c2noc(CCC(=O)N3CCOCC3)n2)cc1 the results were NOD1 NF-kB reporter -45%, KOR beta-arrestin-1 -2.2%, LYP phosphatase -1%, KOR beta-arrestin-2 -31%, NOD2 inhibition -23%, Myeloid diff 2 inactive, PhoP inhibition 0%, HIV peptide binding -1.5%, SIAH1 antagonists 3% and Myeloid diff 2 GFP+ MAC1+ % 0.1.
Screening O=C(CCS(=O)(=O)c1ccccc1)N1CCN(c2cccc(C(F)(F)F)c2)CC1 returned NOD1 NF-kB reporter -17%, KOR beta-arrestin-1 1.3%, LYP phosphatase -6%, KOR beta-arrestin-2 2%, NOD2 inhibition 12%, Myeloid diff 2 inactive, PhoP inhibition -4%, HIV peptide binding 1.2%, SIAH1 antagonists 2% and Myeloid diff 2 GFP+ MAC1+ % 1.2.
`O=C(Nc1cccc(Cl)c1)c1ccc(OC(=S)N2CCOCC2)cc1` gave NOD1 NF-kB reporter -30%, KOR beta-arrestin-1 -2.9%, LYP phosphatase -4%, KOR beta-arrestin-2 -15%, NOD2 inhibition -62%, Myeloid diff 2 inactive, PhoP inhibition -1%, HIV peptide binding 33%, SIAH1 antagonists 24% and Myeloid diff 2 GFP+ MAC1+ % 0.1.
For CCCCNCCOc1ccccc1-c1ccccc1 the results were NOD1 NF-kB reporter -38%, KOR beta-arrestin-1 1.6%, LYP phosphatase -8%, KOR beta-arrestin-2 -19%, NOD2 inhibition -8%, Myeloid diff 2 inactive, PhoP inhibition 1%, HIV peptide binding 1.2%, SIAH1 antagonists 3% and Myeloid diff 2 GFP+ MAC1+ % 1.4.
`Cc1cc(C)c2[nH]c(=O)c(C(c3nnnn3Cc3ccc4c(c3)OCO4)N3CCCC3)cc2c1` (stereo not drawn) gave NOD1 NF-kB reporter -1%, KOR beta-arrestin-1 -3.8%, LYP phosphatase -9%, KOR beta-arrestin-2 24%, NOD2 inhibition 2%, Myeloid diff 2 inactive, PhoP inhibition -11%, HIV peptide binding -1.6%, SIAH1 antagonists 1% and Myeloid diff 2 GFP+ MAC1+ % 0.5.
`O=C(NCCCN=C1NS(=O)(=O)c2ccccc21)c1ccc(F)cc1` gave NOD1 NF-kB reporter -15%, KOR beta-arrestin-1 -6.2%, LYP phosphatase -8%, KOR beta-arrestin-2 11%, NOD2 inhibition -3%, Myeloid diff 2 inactive, PhoP inhibition -2%, HIV peptide binding 1.8%, SIAH1 antagonists 5% and Myeloid diff 2 GFP+ MAC1+ % 3.4.
For Cn1cc(Br)c(C(=O)NN2C(=O)C3C4C=CC(C5CC45)C3C2=O)n1 (stereo not drawn) the results were NOD1 NF-kB reporter -17%, KOR beta-arrestin-1 2.0%, LYP phosphatase 0%, KOR beta-arrestin-2 -4%, NOD2 inhibition 9%, Myeloid diff 2 inactive, PhoP inhibition -2%, HIV peptide binding 1.2%, SIAH1 antagonists 13% and Myeloid diff 2 GFP+ MAC1+ % 0.3.
`Cc1ccc(C)c(CN2CCN(c3ncccn3)CC2)c1` gave NOD1 NF-kB reporter -32%, KOR beta-arrestin-1 1.6%, LYP phosphatase -4%, KOR beta-arrestin-2 -49%[20 µM], NOD2 inhibition 5%, Myeloid diff 2 inactive, PhoP inhibition -5%, HIV peptide binding 0.4%, SIAH1 antagonists 11% and Myeloid diff 2 GFP+ MAC1+ % 0.2.
`NC(=O)C(c1ccc(F)cc1)c1ccc(C(=O)c2ccccc2)cc1` (stereo not drawn) gave NOD1 NF-kB reporter 9%, KOR beta-arrestin-1 0.0%, LYP phosphatase -12%, KOR beta-arrestin-2 9%, NOD2 inhibition 21%, Myeloid diff 2 inactive, PhoP inhibition 11%, HIV peptide binding 0.3%, SIAH1 antagonists -4% and Myeloid diff 2 GFP+ MAC1+ % 0.7.

At a glance, some entries already given.
Screening CCCc1cc(C(=O)Nc2ccc(C(=O)c3ccc(F)cc3)cc2)n(C)n1 returned NOD1 NF-kB reporter -2%, KOR beta-arrestin-1 0.9%, LYP phosphatase -1%, KOR beta-arrestin-2 -8%, NOD2 inhibition 18%, Myeloid diff 2 inactive, PhoP inhibition -2%, HIV peptide binding 2.4%, SIAH1 antagonists 13% and Myeloid diff 2 GFP+ MAC1+ % 0.2.
O=C(CCC(=O)Nc1ccccc1Cl)N/N=C/c1c[nH]c2ccccc12 was read as NOD1 NF-kB reporter -11%, KOR beta-arrestin-1 0.4%, LYP phosphatase -8%, KOR beta-arrestin-2 5%, NOD2 inhibition 9%, Myeloid diff 2 inactive, PhoP inhibition -1%, HIV peptide binding -1.1%, SIAH1 antagonists 4% and Myeloid diff 2 GFP+ MAC1+ % 2.9.

Screening results (PubChem)
